# Screening data deposited in PubChem by NCI.
# NCI-60 one-dose screen, 48 h, at 10 µM unless noted. Numbers give growth in % (100 = growth as untreated, 0 = no growth, -100 = all killed).
# HOP-62: HOP-62 NSCLC | 80,000 tested, 3.9% active
# HOP-92: HOP-92 NSCLC cells; AID 1794738; 71,000 tested, 6.3% active
# CCRF-CEM: CCRF-CEM leukemia; AID 1794778; 77,000 tested, 7% active
# RPMI-8226: RPMI-8226 leukemia cells | 77,000 tested, 7.5% active
# M14: M14 melanoma. 80,000 tested, 6.2% active. AID 1794745
# A549/ATCC: A549/ATCC NSCLC; 81,000 tested, 3.7% active; AID 1794740
# EKVX: EKVX NSCLC; 71,000 tested, 3% active
# MOLT-4: MOLT-4 leukemia cells; AID 1794779; 80,000 tested, 6.9% active
# * hit, by the source's call; · = not tested or not shown; & = joins results of further samples. The calls were made as follows: active = growth percent below 10; inactive = the rest.
no.	compound	EKVX	MOLT-4	HOP-92	CCRF-CEM
1	O=C(NCCCN1CCOCC1)c1ccc(C(=O)NCCCN2CCOCC2)cc1	·	103.3	100.6	110.5
2	COc1cc(NC2CCCCC2O)c2nc(-c3ccc(Cl)cc3)ccc2c1 (configuration not stated)	94.4&78.3	33.4	·	40.2&53.7
3	COc1cc(-c2nc(SCCNS(=O)(=O)c3ccc(C)cc3)[nH]c(=O)c2C#N)cc(OC)c1OC	101.6	113.2	91.0	98.0
4	CCCOC(=O)C(C)OC(=O)OCCOCCOC(=O)OC(C)C(=O)OCCC (configuration not stated)	·	108.1	95.4	97.4
5	O=c1n(CCCN2CCN(c3cccc(Cl)c3)CC2)nc2ccccn12	90.7	·	75.9	99.8
6	CCN1[C@@H]2CC[C@H]1/C(=C\c1ccc(Cl)cc1)C(=O)/C2=C/c1ccc(Cl)cc1	93.1	53.9	64.0	60.3
7	CCCCCNc1ncnc2[nH]ncc12	92.1	102.3	59.1	102.6
8	c1ccc(CSc2ncccc2-c2nnc(SCCN3CCOCC3)o2)cc1	108.2	103.5	·	103.3

no.	A549/ATCC	HOP-62	M14	RPMI-8226
1	120.1	94.8	100.6	110.9
2	73.5&69.0	108.1&109.1	79.9&45.8	34.2&58.3
3	96.7	101.6	110.9	109.4
4	102.3	96.3	100.9	104.9
5	·	102.7	99.0	97.8
6	76.5	112.6	73.6	54.4
7	101.4	106.3	95.2	100.6
8	112.1	115.6	108.0	103.9

# The list continues:
no.	compound	EKVX	MOLT-4	HOP-92	CCRF-CEM
9	CCCC(=O)CC(C)(C)C	·	80.8	93.8	42.8
10	O=C(Nc1ccccc1[N+](=O)[O-])c1ccc(Cl)cc1Cl	89.0	97.1	64.7	98.5
11	N#Cc1c(C#N)c(O)c2ccccc2c1O	95.8	125.3	98.3	117.1
12	CC(C)(C)c1cc(-n2c(-c3cc4ccccc4[nH]c3=O)nc3cc(C(=O)N4CCOCC4)ccc32)n[nH]1	·	95.4	85.0	115.2
13	CN(CC(=O)O)c1ncc(-c2ccc(Cl)cc2)cn1	93.0	105.3	93.3	93.2
14	CN(C)CCSC1=Nc2ccc(Cl)cc2C(c2ccccc2Cl)N(C)C1 (configuration not stated)	81.0	79.2	51.4	85.2
15	CCOC(=O)c1cc(C(=O)c2ccc(Br)cc2)n2ccc(/C=C/c3cc[n+](CC(=O)c4ccc(OC)cc4)cc3)cc12	95.3	68.3	96.4	-23.7*
16	NC(=O)NC(CCCN=C(N)N)C(=O)O (configuration not stated)	·	100.4	82.4	95.2

no.	A549/ATCC	HOP-62	M14	RPMI-8226
9	84.4	100.2	87.9	72.0
10	102.3	106.9	112.9	94.6
11	109.1	97.2	104.0	71.8
12	98.0	105.9	104.1	103.4
13	102.6	99.1	90.8	98.8
14	78.0	55.9	60.3	50.7
15	73.3	100.3	95.9	45.7
16	98.7	109.3	105.2	102.2

# Going on with the list:
no.	compound	EKVX	MOLT-4	HOP-92	CCRF-CEM
17	C[C@@H]1N=C(c2coc3ccccc23)Nc2nc3ccccn3c2C1=O	86.2	93.4	76.8	91.6
18	Cc1ccc(NC(=O)Nc2ccc(Nc3ncnc4sc5c(c34)CCN(C(=O)CCl)C5)cc2)cc1Cl	114.0	87.0	85.0	77.1
19	NS(=O)(=O)c1ccc(CCn2c(SCC(=O)N/N=C/c3ccc4c(c3)OCO4)nc3ccccc3c2=O)cc1	98.7	102.1	·	103.1
20	C[N+](C)(CCCCCC[N+](C)(C)C1c2ccccc2-c2ccccc21)C1c2ccccc2-c2ccccc21	·	90.1	116.8	105.7
21	Nc1ncnc2c1cnn2CCO	86.9	96.8	108.2	121.2
22	Cc1c[nH]c(=O)n(CCOc2nc(Oc3ccccc3C(=O)O)cc(-c3ccco3)n2)c1=O	81.7	88.0	·	90.9
23	Cc1ccc(C(=O)NN2C(=O)CSC2c2ccc(Cl)cc2)cn1 (configuration not stated)	109.6	82.2	71.1	116.7
24	C=C(CN)[C@@H]1CC[C@]2(CO)CC[C@]3(C)[C@H](CC[C@@H]4[C@@]5(C)CCCNC(C)(C)[C@@H]5CC[C@]43C)[C@@H]12	98.1	78.7	81.9	104.9

no.	A549/ATCC	HOP-62	M14	RPMI-8226
17	99.7	69.2	96.2	84.3
18	78.2	64.1	104.5	99.7
19	102.2	97.9	100.5	115.6
20	101.9	112.6	105.9	100.6
21	125.7	103.0	101.4	117.2
22	99.4	94.6	106.4	85.6
23	100.0	82.2	97.8	113.5
24	87.6	97.2	93.7	93.2

# Going on with the list.
no.	compound	EKVX	MOLT-4	HOP-92	CCRF-CEM
25	COc1ccccc1CC(CC(=O)O)C(=O)O (configuration not stated)	106.2	98.0	109.7	106.2
26	O=C(CNC(=O)OCc1ccccc1)NCC(=O)Oc1ccc([N+](=O)[O-])cc1	100.8	99.7	·	109.3
27	COc1ccc(-n2c(SCC(=O)Nc3ccc(S(=O)(=O)Nc4nccc(C)n4)cc3)nc3ccccc3c2=O)cc1	94.8	108.7	97.6	97.1
28	CN(C)CCCN1c2ccccc2S(=O)c2ccc(C(F)(F)F)cc21 (configuration not stated)	97.7	83.1	97.7	109.3
29	CN1CNC(=O)NC1	97.3	85.2&99.9	95.6&94.1	91.3&108.1
30	C(=N\N1CCCCCC1)/c1ccc2c(c1)OCO2	100.5&104.2	104.1&95.8	76.6	96.0&90.5
31	OCCNc1nc(NCCO)nc(Nc2ccc(C3=NN(c4cc(Cl)cc(Cl)c4)C(c4ccc(C(F)(F)F)cc4)C3)cc2)n1 (configuration not stated)	49.4	7.9*	65.8	-6.5*
32	Nc1c[nH]ccc1=O	102.4	105.0	98.4	100.4

no.	A549/ATCC	HOP-62	M14	RPMI-8226
25	104.0	107.4	98.4	105.7
26	23.6	107.1	89.5	112.4
27	107.0	102.5	95.0	104.2
28	99.8	100.5	97.5	110.8
29	93.8&109.8	103.4&107.6	106.0&97.2	103.8&113.4
30	106.3	102.3&111.7	104.8&101.9	94.1&105.4
31	32.9	32.5	36.1	-1.4*
32	93.1	99.0	107.3	99.2

# (listing goes on)
no.	compound	EKVX	MOLT-4	HOP-92	CCRF-CEM
33	O=C1C=CC(=O)N1c1ccc(Br)c(Cl)c1	·	33.0	·	·
34	c1ccc2cc(Nc3ccc4ccccc4c3)ccc2c1	71.9	82.8	82.1	96.5
35	O=C(CCCCCCCC(=O)Nc1cccc(C2=NCCN2)c1)Nc1cccc(C2=NCCN2)c1	92.8	98.9	105.4	101.0
36	CCOC(=O)C(C#N)Cc1ccccc1 (configuration not stated)	114.0	123.0	101.2	102.1
37	CC[C@H](CC[C@@H](C)C1CC[C@H]2[C@@H]3CC=C4C[C@@H](OP(=O)(N5CC5)N5CC5)CC[C@]4(C)[C@H]3CC[C@]12C)C(C)C (some centres not stated)	170.2	118.7	76.1	123.4
38	COC(=O)C1(CC(=O)C(c2ccccc2)c2ccccc2)NC(=S)NC(=O)C1C#N (configuration not stated)	95.2	113.2	107.9	101.2
39	CC1(C)OC2[C@@H](CNC(=O)NC(=O)NC(=O)CI)O[C@@H](n3cnc4c(NC(=O)Nc5ccccc5)ncnc43)[C@H]2O1 (some centres not stated)	77.3	-23.6*	-63.2*	-44.0*
40	C=C1C(=O)O[C@H]2[C@H]1CC/C(COC(=O)c1cccnc1)=C\CC[C@@]1(C)O[C@@H]21	71.8	71.5	49.2	3.5*

no.	A549/ATCC	HOP-62	M14	RPMI-8226
33	·	103.9	108.7	107.3
34	94.0	81.0	90.5	85.4
35	101.4	102.9	95.7	97.6
36	109.2	116.1	107.8	101.2
37	116.5	112.1	119.1	105.1
38	104.6	106.2	103.9	113.1
39	94.9	78.0	69.4	64.2
40	80.1	85.2	58.3	28.5

# Next structures follow.
no.	compound	EKVX	MOLT-4	HOP-92	CCRF-CEM
41	C=CCSCC1Nc2cc(Cl)c(S(N)(=O)=O)cc2S(=O)(=O)N1C (configuration not stated)	106.6	104.3	96.7	102.2
42	CC(C)(C)CC(C)(C)c1cc(Cc2cc(C(C)(C)CC(C)(C)C)cc(-n3nc4ccccc4n3)c2O)c(O)c(-n2nc3ccccc3n2)c1	105.9	85.8	106.1	111.2
43	CCOC(=O)C(=Cc1ccc2c(c1)OCO2)C(=O)OCC	77.0	80.0	56.4	14.1
44	CC/C(C)=C1/C(=O)Nc2cc(Cl)c(CCCl)cc21	·	93.6	85.8	100.4
45	O=C(O)C(CCCc1ccccc1)C(=O)O	101.9	120.9	·	101.3
46	COc1ccccc1C(=O)NC(=S)Nc1ccc(-c2nc3ccccc3[nH]2)cc1	91.1	91.9	101.5	80.8
47	O=C(Nc1cnn2ccc(N3CCC[C@@H]3c3cc(F)ccc3F)nc12)N1CC[C@H](O)C1	99.5	96.8	89.5	95.5
48	CN(C)c1ccc(C2C=Cc3ccccc3N2C(=O)c2ccccc2)cc1 (configuration not stated)	83.3	66.7	53.8	89.3

no.	A549/ATCC	HOP-62	M14	RPMI-8226
41	94.7	103.9	107.6	93.2
42	106.5	·	104.1	110.1
43	83.5	80.1	78.3	28.6
44	98.7	101.8	96.4	91.0
45	107.4	91.8	110.3	102.6
46	58.7	46.2	54.3	57.1
47	72.4	71.8	81.5	91.1
48	80.9	92.8	85.2	48.5

# Next section:
no.	compound	EKVX	MOLT-4	HOP-92	CCRF-CEM
49	CC(C)COCC(CN(Cc1ccccc1)c1ccccc1)N1CCCC1 (configuration not stated)	54.0	28.8	·	41.7
50	C#CCN(Cc1ccc2nc(N)[nH]c(=O)c2c1)c1ccc(C(=O)NC(CCC(=O)O)C(=O)O)cc1 (configuration not stated)	55.6	39.1	86.9	22.5
51	CC1=C(SCC(=O)O)C(=O)c2ccccc2C1=O	85.8	70.4	48.8	52.8
52	O=C1OCC2=C1C(c1ccccc1F)CC(=O)N2c1ccccc1 (configuration not stated)	105.9	92.7	94.5	93.7
53	COc1ccc2oc(=O)cc(-c3c4nc(c(-c5cc(=O)oc6ccc(OC)cc56)c5ccc([nH]5)c(-c5cc(=O)oc6ccc(OC)cc56)c5nc(c(-c6cc(=O)oc7ccc(OC)cc67)c6ccc3[nH]6)C=C5)C=C4)c2c1	66.9	69.3	83.3	75.2
54	OCC1OCOC(CO)C1O (configuration not stated)	·	112.7	110.0	109.6
55	CN(C1c2ccccc2Oc2ccccc21)S(=O)(=O)c1ccc(Br)cc1	89.3	81.2	49.0	81.5
56	COc1ccc(C(CC(=O)O)c2c(C)n(-c3ccccc3)[nH]c2=O)cc1 (configuration not stated)	102.8	107.9	108.9	107.2

no.	A549/ATCC	HOP-62	M14	RPMI-8226
49	·	71.3	51.9	46.4
50	95.0	82.3	44.7	51.3
51	87.7	77.1	94.6	26.0
52	94.6	99.8	132.4	91.5
53	62.5	76.2	78.6	64.9
54	98.4	110.8	104.7	120.0
55	86.3	81.3	91.4	86.5
56	99.9	99.0	102.0	·

# Next section:
no.	compound	EKVX	MOLT-4	HOP-92	CCRF-CEM
57	COc1ccc(-c2nc(SCC(=O)Nc3ccc(C(C)=O)cc3)[nH]c(=O)c2C#N)cc1	102.1	103.4	98.3	109.5
58	COc1cccc(-c2nc3sccn3c2-c2ccncn2)c1	97.3	99.5	98.6	99.4
59	C=C(C)[C@@H]1CC[C@]2(COC(=O)c3ccco3)CC[C@]3(C)[C@H](CC[C@@H]4[C@@]5(C)CCCNC(C)(C)[C@@H]5CC[C@]43C)[C@@H]12	83.8	98.5	84.8	96.3
60	NC(=O)CSSCC(N)=O	86.7	76.8	83.8	88.3
61	COc1ccc(/C=C\C(=O)OCCCCOC(=O)/C=C/c2ccc(OC)cc2)cc1	·	98.1	89.4	88.7
62	Cc1ccc(C)c(NC(=O)c2ccc(Cl)cc2Cl)c1	98.3	102.6	80.8	108.4
63	O=C(SC(=S)NCCNC(=S)SC(=O)c1ccccc1)c1ccccc1	105.2	95.9	120.6	92.2
64	Cc1ccc2oc(=O)cc(C3C(C#N)=C(N)Oc4c3ccc3ccccc43)c2c1 (configuration not stated)	77.6	46.3	87.3	81.9

no.	A549/ATCC	HOP-62	M14	RPMI-8226
57	85.3	100.9	87.6	114.5
58	97.6	95.8	113.4	98.6
59	89.4	100.7	98.3	75.2
60	93.1	103.2	93.2	91.4
61	92.2	·	104.2	94.0
62	98.1	93.4	105.9	112.6
63	100.8	104.6	111.8	102.5
64	71.1	63.7	61.5	70.2

# Next part.
no.	compound	EKVX	MOLT-4	HOP-92	CCRF-CEM
65	CCOC(=O)Oc1ccc(Cl)cc1Cl	101.8	96.5	116.8	112.7
66	O=C1/C(=C/c2cc3ccccc3[nH]c2=O)CNC/C1=C\c1cc2ccccc2[nH]c1=O	·	97.1	99.3	92.9
67	O=C1CC23OC(C(O)c4ccccc4N12)C1C(c2ccccc2)=NOC13 (configuration not stated)	57.7	37.2	43.3	68.3
68	Cc1c(O)c(O)cc2c3c(oc12)CC(c1ccc(Cl)cc1)CC3=O (configuration not stated)	80.8	74.8	47.9	67.4
69	CCOC(=O)c1cnc(SCC)nc1SC#N	99.8	·	·	·
70	CCCCS(=O)(=O)OCC1CCC(=O)N1 (configuration not stated)	101.2	104.0	103.0	104.9

no.	A549/ATCC	HOP-62	M14	RPMI-8226
65	98.7	91.9	104.1	114.1
66	92.8	114.6	109.8	107.0
67	82.9	68.5	16.1	28.5
68	97.1	82.2	70.8	77.8
69	100.6	120.7	84.7	·
70	100.9	112.3	105.3	106.4

# Compounds as they come; about 12% have a hit in one of these screens.
